# Screening data: PubChem BioAssay, Broad Institute
# PGC1a acetyl inh: inhibitors of PGC1a acetylation signal, primary screen, cell-based, U2OS, AlphaScreen, inhibitor mode; AlphaScreen anti-acetyl-lysine; with virally co-expressed GCN5 acetyltransferase; AID 651687, 2012; inhibition, % at 15.6 µM; 0.17% of 350,000 active;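 active = every replicate shows inhibition of at least 40%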;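 also: 0% = neutral control wells and 100% = positive control wells; some results beyond the cut were filed as inactive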
# CASP6 VEID inh: human caspase-6 inhibitors, primary screen, biochemical, VEID-R110 fluorescence, single point, set 2; P55212; purified caspase-6, Z-VEID-R110 cleavage fluorescence; inhibition, % at 12.5 µM; 0.53% of 350,000 active; AID 686996, 2013;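 active = mean inhibition across replicates at least about 35%, with every replicate also reaching that limit, limit read from the data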;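 also: 0% = median of neutral control wells and 100% = no fluorescence left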
# Target sequence (P55212 24-179 limits assumed): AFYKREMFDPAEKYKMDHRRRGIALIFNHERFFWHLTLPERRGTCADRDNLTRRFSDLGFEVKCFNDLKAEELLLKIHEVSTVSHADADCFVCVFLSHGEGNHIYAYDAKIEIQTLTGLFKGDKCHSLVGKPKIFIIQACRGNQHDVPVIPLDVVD
# Target sequence (P55212 194-293 limits assumed): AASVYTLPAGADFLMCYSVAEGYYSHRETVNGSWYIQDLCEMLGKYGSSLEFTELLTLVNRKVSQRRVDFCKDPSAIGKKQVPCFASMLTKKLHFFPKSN
# miR122 inh: miR-122 Renilla sensor signal increase in Huh7, primary screen, miR-122 inhibitor project, cell-based, single point, plate reader. Huh7 miR-122 Renilla luciferase sensor, 48 h; neutral wells = 0, positive control = 100. activation (reporter increase), % at 12.5 µM. 0.3% of 340,000 active;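 active = mean replicate activation score at least 90 and every replicate individually at or above 90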;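 also: higher luciferase means less miR-122 activity so hits act as miR-122 inhibitors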
# Cneo AK release: Cryptococcus neoformans cell lysis inducers, primary screen, AK release luminescence, single concentration | lysis activity, % at 15 µM | C. neoformans lysis, adenylate kinase release luminescence, 4 h; normalised: neutral wells 0, clomiphene wells 100 | 0.2% of 360,000 active | AID 651654, 2012;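 active = mean lysis activity across replicates of at least 80%, whatever share of replicates individually reach that level; inactive = mean lysis activity below 80%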
#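 Assay system: Cryptococcus neoformans yeast cells / Dosing: single-point compound dose / Timing: 4 h at 37 °C static, read 1 h later / Measured by: luminescence of released adenylate kinase using an AK detection reagent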
# LGR2 antag: inhibitors of bursicon-induced LGR2 CRE-luciferase signal, primary screen, cell-based, HEK293, CRE-luciferase reporter, bursicon stimulation; Drosophila bursicon receptor LGR2 (rickets); 0.35% of 380,000 active; bursicon-stimulated, 4 h; inhibition, % at 9.99 µM;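 active = drop in luminescence signal, shown as inhibition above about 50% in the replicate tests, limit read from the data, passing the limit was not always enough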;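 also: agonist challenge used bursicon conditioned medium at about half maximal strength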
# FN deposit inh: inhibitors of fibronectin matrix deposition, primary screen, AH1F cells, Alexa488-fibronectin fluorescence, plate reader; AH1F fibroblasts, overnight; inhibition, % at 12.6 µM; 0.086% of 350,000 active; AID 743247, 2014;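 active = mean inhibition across replicates of 30% or more, regardless of how many single replicates reach that level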;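 also: positive control wells lacked labelled fibronectin entirely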
#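 Material: AH1F fibroblast monolayer depositing Alexa488-labelled fibronectin into matrix | Input: 10000 AH1F cells/well | Medium: DMEM plus 2% serum, read in PBS | Reagent: Alexa488-fibronectin, 24 nM final in well | Compound dosing: One dose per compound, pinned | Schedule: 1 h adhesion, overnight exposure | Measured by: Fluorescence at 485 nm excitation, 525 nm emission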
# PAX8 inh HTS: inhibitors of PAX8-driven TPO luciferase reporter, primary screen, RMG-I cells, single concentration; SteadyGlo, 24 h; 1.2% of 360,000 active; inhibition, % at 12.6 µM;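 active = mean replicate inhibition at least 60% with every replicate also reaching 60%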;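 also: luciferase light reporting Pax8 driven TPO promoter activity; plate controls were median of neutral control wells for no effect and mitoxantrone controls for full effect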
# EWS-Fli inh: EWS/Fli-driven NR0B1 reporter inhibitors, primary screen, A673 cells, NR0B1 luciferase, luminescence, MLPCN library; viability-normalised; 0.67% of 350,000 active; AID 651661, 2012; inhibition, % at 12.6 µM;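 active = mean inhibition of at least 50% after viability correction, with every replicate also passing that limit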;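 also: firefly luciferase signal divided by Alamar Blue viability fluorescence both relative to DMSO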
# * = called active by the depositor; · = not tested or not shown; [ ] = remark or other dose. Outcome played no part in choosing rows, and some 2.5% of all compounds hit somewhere here.
SMILES,PGC1a acetyl inh,CASP6 VEID inh,miR122 inh,Cneo AK release,LGR2 antag,FN deposit inh,PAX8 inh HTS,EWS-Fli inh
Cc1ccc(S(=O)(=O)Nc2cccc3c2O[C@@H](CN(C)Cc2ccc(C(F)(F)F)cc2)[C@H](C)CN([C@@H](C)CO)C3=O)cc1,-4,4,54[16.7 µM],0,-9,·,·,1
Cc1cc(C)c(NC(=O)CO/N=C2\CCCc3nonc32)c(C)c1,·,·,37,1,5,0,12,·
CCCCCCCNC(=O)C1(CC2CC(c3cccc(Br)c3)=NO2)CCN(C(=O)CCCCCBr)CC1 (configuration not stated),-8,·,0,-1,11,10,7,11
CC(=O)c1ccc(OCc2ccc(Oc3c(Cl)cccc3[N+](=O)[O-])cc2)cc1,·,-3,·,·,-24,-9,-7,-24
O=C(N[C@@H]1CC[C@@H](CC(=O)N2CCOCC2)O[C@H]1CO)c1cccc(F)c1,3,2,·,11,-4,-3,-3,1
CNS(=O)(=O)c1ccc(N=Cc2c(C)[nH]n(-c3ccc(C)cc3C)c2=O)cc1,-1,-4,7,2,18,-8,-5,11
O=C(CSc1n[nH]c(=O)[nH]c1=O)c1ccc(Cl)cc1Cl,9,0,·,·,6,3,3,5
CC(=O)Nc1cccc2ccc(O)cc12,-6,3,5,·,15,-5,21,2
CNC(=O)C[C@H]1CC[C@@H]2[C@@H](COc3ccc(NC(=O)Nc4c(C)noc4C)cc3C(=O)N2C)O1,0,·,8[16.7 µM],·,1,·,-17,-8
CCCc1nc(SCC(=O)NC2CCCC2)c2ccccc2n1,1,-4,-4,·,-4,-2,24,5
COc1ccccc1CN(C)C[C@@H]1OCc2cnnn2CCCC(=O)N([C@H](C)CO)C[C@@H]1C,-1,1,7[16.7 µM],10,5,1,·,4
CCOC(=O)CC(NC(=O)c1ccc(C)cc1)c1ccc(OC)cc1 (configuration not stated),1,5,-4,0,-5,·,-17,5
O=C(Nc1ccccc1F)c1csc(COCCO)n1,-7,·,-2,0,-22,8,-95,-46
CSc1ccccc1OCc1cc(C(=O)N(C)CC2COCCO2)no1 (configuration not stated),·,2,·,2,-41,9,-137,-89
CC(=O)Nc1nnc(C2=COCCO2)o1,4,·,·,·,-7,·,-1,-11
COc1ccc(CC(=O)NC(=S)Nc2ccc(S(N)(=O)=O)cc2)cc1,9,-1,0,·,-6,11,5,-7
CC(C)(C)OC(=O)N1CCC(Cc2cc(-c3ccccc3)no2)(C(=O)O)CC1,-8,-4,-1,1,-2,7,-9,2
O=C(CSC1=NS(=O)(=O)c2cc(Cl)ccc2N1)Nc1cccc(F)c1,4,-1,4,2,4,-4,4,0
C[C@H](CO)N1C[C@H](C)[C@@H](CN(C)C(=O)Nc2ccc(F)cc2)Oc2ccc(NC(=O)CCC(F)(F)F)cc2C1=O,0,0,-2[16.7 µM],-3,1,·,-1,-3
NC(=O)CSc1nnc(-c2cccnc2)n1Cc1ccccc1,8,2,0,9,13,·,·,-19
O=C(C[C@H]1CC[C@H](NC(=O)CC2CC2)[C@H](CO)O1)NCc1ccc(-c2ccccc2)cc1,-1,1,·,1,16,14,-2,-2
CCc1noc(C)c1C(=O)N1CCCC(N2CCN(c3ccc(F)cc3)CC2)C1 (configuration not stated),·,0,-6,-2,-1,2,-10,·
Cc1ccccc1S(=O)(=O)Nc1ccc2c(c1)C(=O)N(C)[C@@H]1CC[C@H](CC(=O)O)O[C@@H]1CO2,-1,·,32[16.7 µM],·,1,4,-4,-3
O=S(=O)(c1ccccc1)N1CCN(S(=O)(=O)N2CCCCCC2)CC1,·,3,·,2,-13,5,0,-8
COc1cccc(CC(CC(=O)O)C(=O)Nc2cc(C)ccc2C)c1 (configuration not stated),-9,-1,-4,-4,-3,0,21,-8
CCOC(=O)c1ccc[n+]([O-])c1,-3,-2,-1,0,7,9,·,-7
CC(=O)c1cccc(NC(=O)c2ccc3c(c2)C(=O)N(Cc2cccnc2)C3=O)c1,·,-3,-9,2,3,-6,·,4
CN(C)S(=O)(=O)c1ccc(C(=O)OC2CCOC2=O)cc1 (configuration not stated),-1,1,0,1,-7,6,0,-4
CCCNC(=O)C[C@H]1C[C@H]2c3cc(NS(C)(=O)=O)ccc3O[C@H]2[C@@H](CO)O1,1,5,3[16.7 µM],22,4,-34,·,-11
O=C(CN(c1ccc(F)cc1)S(=O)(=O)c1ccccc1)NCCSC1CCCCC1,·,-1,-14,0,16,-2,20,11
O=C(CN1C(=O)NC2(CCCc3ccccc32)C1=O)NCCc1ccc(F)cc1 (configuration not stated),7,0,-7,7,-4,-6,-1,7
CCC(C)n1cnc2c(c1=O)c1nc3ccccc3nc1n2Cc1ccc(OC)cc1 (configuration not stated),19,·,10,1,·,0,23,·
COCCOc1cc(NC(=O)c2ccccc2)c(Cl)cc1Cl,·,-1,·,·,-47,-5,-8,5
CC(C)(C)C(=O)N1CCN(C(=O)c2ccco2)CC1,·,0,·,-2,-1,1,-14,-8
NC(=O)c1cccnc1Oc1cccc(Cl)c1,16,·,-6,0,·,-1,15,·
Cc1ccc(NC(=O)CCC(=O)Nc2ccc(C)cc2)cc1,-10,0,-3,2,7,2,3,-11
COc1ccc(CCNC(=O)c2cc(-c3ccccc3)on2)cc1OC,-1,-1,-13,-1,-14,·,·,-24
C[C@H](CO)N1C[C@H](C)[C@H](CN(C)S(C)(=O)=O)OCCCC[C@H](C)Oc2ccc(NC(=O)Nc3cccc4ccccc34)cc2C1=O,7,-1,0[16.7 µM],-2,5,·,11,-1
c1cc(C2OCCO2)cs1,-5,1,·,-3,-24,-2,0,-3
Cn1c2ccccc2c2nnc(NN)nc21,-2,-1,30,-6,·,0,16,11

# A second format for some results above.
Molecule	PGC1a acetyl inh	CASP6 VEID inh	miR122 inh	Cneo AK release	LGR2 antag	FN deposit inh	PAX8 inh HTS	EWS-Fli inh
NC(=O)c1cccnc1Oc1cccc(Cl)c1	16	·	-6	0	·	-1	15	·
Cc1ccc(NC(=O)CCC(=O)Nc2ccc(C)cc2)cc1	-10	0	-3	2	7	2	3	-11

# Further results.
SMILES,PGC1a acetyl inh,CASP6 VEID inh,miR122 inh,Cneo AK release,LGR2 antag,FN deposit inh,PAX8 inh HTS,EWS-Fli inh
O=C(NC(=S)Nc1cccc(C(F)(F)F)c1)c1csnn1,·,2,·,·,14,·,9,12
COc1ccc2nc(NC(=O)CCNS(=O)(=O)c3ccc4c(c3)oc(=O)n4C)sc2c1,-15,·,-1,-1,-32,5,·,·
CC(C)C#Cc1ccc([C@@H]2[C@H](CO)N3C(=O)CN(C(=O)NC4CCCCC4)C[C@@H]23)cc1,-1,1,·,·,-10,-4,-12,2
COCC(=O)Nc1ccc2c(c1)C(=O)N(C)C[C@@H](OC)[C@H](C)CN(C(=O)Cc1cccnc1)[C@H](C)CO2,-1,0,·,0,-13,-1,·,6
CC(C)NC(=O)N1CCC(n2nccc2NC(=O)CCOc2ccccc2)CC1,-3,-4,2,-3,-2,-7,9,6
C[C@H](CO)N1C[C@H](C)[C@@H](CN(C)C(=O)Nc2cccc3ccccc23)Oc2c(NC(=O)Nc3ccccc3)cccc2C1=O,5,0,-5[16.7 µM],-5,-18,-5,1,13
OCCN1CN(c2ccccc2)C(=S)N(c2ccccc2)C1,·,-2,·,·,-5,4,8,-9
Cc1ccc(CNC(=O)CN2C(=O)NC(C)(c3cccc(Br)c3)C2=O)cc1 (configuration not stated),-8,-1,-5,-1,16,-2,10,2
CN1c2ccc(-c3ccc(C#N)cc3)cc2[C@H]2[C@H](CCN2C(=O)C2CCCCC2)[C@@H]1CO,-18,1,-9[16.7 µM],3,18,2,27,18
COc1ccc([C@H]2CC(=O)C=C(c3ccc(Cl)c(F)c3)C2)cc1,-21,-1,2,-3,-37,-8,-9,-3
O=C(Nc1ccc(S(=O)(=O)Nc2ncccn2)cc1)c1ccc(Cl)c([N+](=O)[O-])c1,12,3,-4,3,5,0,23,12
COc1ccc(-c2cc(C(=O)O)c3ccccc3n2)c(OC)c1,10,·,1,2,-1,·,·,·
CCn1cc(C(=O)NN)c(=O)c2cc(F)c(N3CCOCC3)cc21,0,2,2,1,-2,·,-15,-9
COC(=O)c1cc(NC(=O)Cc2ccccc2[N+](=O)[O-])ccc1Cl,5,·,-2,0,-9,9,10,·
COc1ccc(S(=O)(=O)N(C)C[C@@H]2Oc3ccc(NS(=O)(=O)c4ccc(Cl)cc4)cc3CC(=O)N([C@H](C)CO)C[C@H]2C)cc1,3,·,-8[16.7 µM],-1,-1,-11,14,1
CO[C@H]1CN(C)C(=O)c2cc(NC(=O)C3CC3)ccc2OC[C@@H](C)N(C(=O)Cc2ccccn2)C[C@@H]1C,9,0,·,-3,2,5,7,-7
CC(C)C[C@@H]1NC(=O)[C@H]2C[C@@H](C(=O)NCc3ccc(F)cc3)[C@@H](c3ccc(O)cc3)N2C1=O,6,1,·,4,·,·,-7,-16
Cc1noc(C)c1NC(=O)Nc1ccc2c(c1)C(=O)N([C@@H](C)CO)C[C@H](C)[C@H](CN(C)CC1CC1)O2,-6,2,-6[16.7 µM],25,-15,·,·,-1
CCOC(=O)c1csc(NC(=O)c2ccc(OCC)cc2)n1,-6,2,·,·,50,-4,10,53*
Fc1ccc(-c2cc3nc4c(c(N5CCOCC5)n3n2)CCCC4)cc1,·,0,-7,-2,-15,·,·,-62
CN(Cc1ccc([N+](=O)[O-])cc1)c1ccccc1,-3,-2,·,-2,-18,-1,-3,-2
COC(=O)c1c(NC(=O)COC(=O)[C@@H](NS(=O)(=O)c2ccccc2)C(C)C)sc2c1CCC2,-68,·,8,2,2,-1,35,·
CCCc1cc(=O)[nH]c(SCC(=O)NCC2COc3ccccc3O2)n1 (configuration not stated),1,-2,0,-1,14,8,-15,3
COc1ccc(C)cc1NC(=O)CSc1ccc(-c2ccco2)nn1,·,15,7,-2,8,20,9,·
C[C@@]12CCC=C[C@H]1[C@H](c1ccc(F)c(/C=C/c3ccccc3)c1)N(Cc1ccccc1)C2=O,9,6,-4,-1,0,-15,21,0
NS(=O)(=O)c1cc(Cl)c(NC(=O)COC(=O)c2ccccn2)c(Cl)c1,7,9,7,-1,6,4,-7,-2
O=C(NCC[C@H]1CC[C@@H](NS(=O)(=O)c2ccc(F)cc2)[C@H](CO)O1)c1ccccc1F,-3,1,·,·,-8,·,·,1
C[C@H](CO)N1C[C@H](C)[C@@H](CN(C)S(=O)(=O)c2cn(C)cn2)Oc2c(NC(=O)C3CCCCC3)cccc2C1=O,7,·,·,·,10,·,-5,-8
Cc1ccc(NC(=O)CSC2=NN3CCCC(=O)N=C3S2)cc1Cl,-15,·,0,11,-14,1,3,17
COCCCNC(=O)Cn1cc2c(n1)CCC(C)C2 (configuration not stated),16,1,-5,-1,-11,-2,2,-2
Oc1ccc(C=NNC(=S)Nc2ccccc2)nc1,·,9,·,-6,7,11,21,0
CCc1nnc(NC(=O)CSc2nc(C)c3c(c2C#N)CCCC3)s1,-6,-1,1,-9,23,·,·,18
CCCOc1ccc(/C=C/C(=O)N2CCN(C(=O)c3ccco3)CC2)cc1OC,·,1,3,-2,-7,-9,16,-5
O=C1COc2ccc(C(=O)COC(=O)c3ccc([N+](=O)[O-])cc3Cl)cc2N1,4,0,-6,1,-5,2,-15,-1
